# TNAP inh hi DEA = TNAP (human) inhibition, high acceptor; P05186; purified TNAP, CDP-star luminescence, 1 M DEA; inhibition, % at 20 µM; 200,000 tested, 0.03% active;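 active = over 50% inhibition of tissue-nonspecific alkaline phosphatase at 20 µM in the single-dose screen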;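 note: plate controls were DMSO wells for no effect and EDTA-quenched wells as full inhibition for full effect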
# Target sequence (P05186 whole entry, looked up): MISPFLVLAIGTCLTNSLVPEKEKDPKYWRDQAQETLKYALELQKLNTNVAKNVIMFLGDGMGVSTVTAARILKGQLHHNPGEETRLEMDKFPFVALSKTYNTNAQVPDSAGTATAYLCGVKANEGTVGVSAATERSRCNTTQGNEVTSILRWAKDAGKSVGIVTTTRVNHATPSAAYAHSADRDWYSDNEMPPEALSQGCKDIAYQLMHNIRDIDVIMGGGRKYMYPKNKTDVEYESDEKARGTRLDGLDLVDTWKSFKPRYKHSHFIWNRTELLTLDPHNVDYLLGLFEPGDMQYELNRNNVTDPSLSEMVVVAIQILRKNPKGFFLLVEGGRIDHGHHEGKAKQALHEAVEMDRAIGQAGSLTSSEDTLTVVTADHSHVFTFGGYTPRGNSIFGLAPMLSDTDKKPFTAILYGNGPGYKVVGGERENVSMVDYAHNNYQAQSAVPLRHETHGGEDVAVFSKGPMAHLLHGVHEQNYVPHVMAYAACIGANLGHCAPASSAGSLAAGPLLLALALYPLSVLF
# Diaph inh CS = counter-screen for diaphorase-based assays: diaphorase inhibitors and chemical oxidizers; inhibition, % at 20 µM; 190,000 tested, 0.69% active; diaphorase resazurin-to-resorufin fluorescence, NADH, 16 min; bacterial (C. kluyveri) enzyme, not human;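 active = primary screen inhibition at 20 µM above a set limit, cut at about 50% in these data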;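 note: plate controls were DMSO with full reaction for no effect and wells lacking NADH for full effect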
#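 Assay system: diaphorase enzyme from Clostridium kluyveri; Input: enzyme working solution with 0.14 U/mL diaphorase; Timing: 16 min at room temperature; Technique: resorufin fluorescence, excitation 544 nm, emission 590 nm; Benchmarks: positive control minus NADH, DMSO neutral control.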
# G6PDH CS = counter-screen for G6PDH assay hits: L. mesenteroides G6PDH inhibition | inhibition, % at 5 µM | Purified L. mesenteroides G6PDH, diaphorase/resazurin coupled fluorescence, 45 min | 200,000 tested, 0.12% active; in the data active = inhibition above about 50%
# FLuc act counter = firefly luciferase counter-screen for stimulation assays. P08659. ATPlite luciferase biochemical, luminescence, 10 min; 0 = ATP-free wells, 1 = DMSO control. activation factor at 10 µM. 200,000 tested, under 10 active. AID 1027;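 active = luciferase activation factor, scaled between plate controls, of at least 2 with compound at 10 µM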
#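 Material: luciferase plus luciferin reagent, cell-free. Medium: PBS buffer for ATP. Also added: ATP substrate, dispensed from a 10.24 µM working solution in PBS. Doses: test compounds dosed from 2 mM stocks in 100% DMSO. Incubation: 10 min post-reagent at room temperature. Technique: light output (luminescence). Read-out basis: luminescence gain marking luciferase activators.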
# PMI act = phosphomannose isomerase (human) activation; activation factor at 20 µM; AID 1214; 190,000 tested, 0.005% active; purified human PMI, coupled resazurin fluorescence, 20 min; stronger effect = higher value; 1 = vehicle control, 0 substrate-free wells;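 active = activation factor of 2 or more at 20 µM, relative to plate controls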
# Target sequence (P34949 whole entry, looked up): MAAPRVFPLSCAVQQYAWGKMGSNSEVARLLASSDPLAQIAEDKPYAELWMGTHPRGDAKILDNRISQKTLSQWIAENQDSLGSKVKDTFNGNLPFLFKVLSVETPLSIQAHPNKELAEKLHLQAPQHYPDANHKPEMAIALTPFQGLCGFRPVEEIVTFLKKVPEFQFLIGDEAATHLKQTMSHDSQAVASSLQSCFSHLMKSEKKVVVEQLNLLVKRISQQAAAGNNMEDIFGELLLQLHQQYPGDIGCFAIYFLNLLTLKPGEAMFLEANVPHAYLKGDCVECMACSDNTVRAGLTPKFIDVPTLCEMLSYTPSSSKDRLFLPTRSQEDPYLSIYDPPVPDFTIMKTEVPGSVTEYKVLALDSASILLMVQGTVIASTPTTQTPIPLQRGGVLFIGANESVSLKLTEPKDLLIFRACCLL
# PMI act satM6P = activators of human phosphomannose isomerase at near-saturating mannose 6-phosphate; P34949; coupled PMI enzyme assay, resazurin fluorescence, 20 min; stronger effect = higher value; 1 = untreated enzyme, 0 = substrate-free blank; activation factor at 20 µM; 190,000 tested, 0.34% active; AID 1216;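 active = activation factor of 2 or more at 20 µM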
#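 Test system: Human PMI in coupled enzyme assay | Input: 15 ng/mL PMI | Medium: HEPES-buffered pH 7.4 with magnesium and detergent | Compound: One concentration, 20 µM, in 1% DMSO | Incubation: Enzyme reaction with compound 20 min at room temperature | Detection: Diaphorase-driven resazurin-to-resorufin fluorescence, excitation 544, emission 590 nm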
# TNAP act hiacc = increases human TNAP activity under high phosphate acceptor concentration. P05186. purified TNAP, CDP-star luminescence, 1 M DEA, 30 min; stronger effect = higher value; 0 = EDTA background, 1 = DMSO-only activity. 200,000 tested, under 10 active. activation factor at 20 µM. AID 1136;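 active = activation factor at least 2 at 20 µM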
#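 system = human TNAP | amount = enzyme diluted 1/800 final | reagent = 100 µM CDP-star substrate | signal = luminescent substrate turnover signal | dosing = one dose, 20 µM | benchmarks = EDTA negative control, DMSO positive control | measure = activation factor | timing = 30 min reaction, room temperature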
# Efa HMGR inh = E. faecalis class II HMG-CoA reductase inhibition; purified E. faecalis HMGR, NADPH absorbance 340 nm kinetic; AID 1066; inhibition, % at 10 µM; 190,000 tested, 0.41% active;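 active = inhibition above a set limit, the median over all tested compounds plus 3 SD, cut at about 9.5% in these data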;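 note: enzyme runs in reverse so mevalonate oxidation gives rising NADPH absorbance; 0% = complete reaction with DMSO and 100% = background rate lacking mevalonate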
# TNAP inh no acc = inhibitors of human TNAP without phosphate acceptor | P05186 | purified TNAP, CDP-star luminescence, 30 min | inhibition, % at 20 µM | 200,000 tested, 0.26% active | AID 1012;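 active = tissue-nonspecific alkaline phosphatase inhibition above about 50% at 20 µM in the single-dose screen, limit read from the data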;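 note: 0% = DMSO negative control and 100% = EDTA positive control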
# Diaph act CS = diaphorase activation or chemical reduction counter-screen | AID 1229 | Diaphorase/resazurin coupled assay, resorufin fluorescence, 16 min; stronger effect = higher value; 1 = vehicle wells, 0 = NADH-free wells | activation factor at 20 µM | 190,000 tested, 0.005% active;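 active = diaphorase activity raised at least twofold by the compound at 20 µM; inactive = activation factor below 2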
#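 Material: Purified diaphorase enzyme from Clostridium kluyveri | Buffer or medium: 50 mM HEPES pH 7.4 with 4.542 mM MgCl2, 0.005% Tween 20 | Times: 16 min enzyme reaction, ambient temperature | Signal: Red resorufin fluorescence at 544/590 nm excitation/emission | Measure: Increased resorufin signal from activators or reducing compounds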
# Starred values were filed as active, the others as inactive; . = not tested or not shown.
SMILES,TNAP inh hi DEA,Diaph inh CS,G6PDH CS,FLuc act counter,PMI act,PMI act satM6P,TNAP act hiacc,Efa HMGR inh,TNAP inh no acc,Diaph act CS
Cc1ccc(NC(=S)NCC2CCN(C(C)c3ccccc3)C2)cc1 (configuration not stated),2,10,6,1.1,0.9,0.9,1,2,-4,0.9
Cc1ccc(C2CC2c2n[nH]c(=S)n2-c2ccc(Cl)cc2)cc1 (configuration not stated),0,46,1,1.1,0.8,0.8,1,-1,0,0.5
Cc1cc(C)n(-c2nc3c(c(=O)[nH]c(=O)n3C)n2CC(O)COc2ccccc2C)n1 (configuration not stated),-7,13,2,1,1.1,1,1.1,-6,-14,0.9
COc1ccc(C(=O)NC(NC(=O)c2ccc(OC)c(OC)c2)c2ccccc2F)cc1OC,-2,-2,6,1,1,1.1,1,-5,-9,1
O=C(NCc1ccc(C(F)(F)F)cc1)C12CN(Cc3ccccc3)CC1C(c1cccc([N+](=O)[O-])c1)=NO2 (configuration not stated),-1,15,-8,1,0.9,0.9,1,-5,-8,0.8
Cc1ccc2nc(Cl)c(/C=N/NC(=O)c3ccccc3O)cc2c1,4,17,-83,1,1,1,1,-6,-4,0.8
Cc1[nH]nc(Nc2ccccc2)c1[N+](=O)[O-],9,12,15,1,1.1,1,0.9,0,21,0.9
COC(=O)c1ccc(NCCC(=O)O)cc1,-1,1,2,1,1,1.1,1,-3,-4,1
O=C(CN1CCN(Cc2ccccc2)C1=O)NCCCN1CCOCC1,-7,-4,-4,1.1,1,1,1.1,-6,-1,1
COc1cccc(CNC(=O)C(=O)NCC2CCCO2)c1 (configuration not stated),0,10,5,1,1,0.9,1,-5,-6,0.9
Cn1c(=O)c2c(nc(-n3ccnc3)n2Cc2ccccc2)n(C)c1=O,-4,1,19,1,0.9,0.9,1,0,-4,1
N#CCC(=O)Nc1ccc(C(=O)NCC(c2ccco2)N2CCCCC2)cc1 (configuration not stated),-3,5,6,1.1,1,0.9,1,-3,-14,0.9
CCCOc1cccc(NC(=O)c2cc(C)oc2C)c1,-8,20,2,1,1,1,1.1,-10,-16,0.8
S=C(NCc1ccccc1)NCc1ccc2c(c1)OCO2,-5,12,6,1.1,0.9,1.1,1,-12,-11,0.9
O=C(O)CC(C(=O)OCCOc1ccccc1)N1CCOCC1 (configuration not stated),-2,-5,2,1.1,1.1,1.1,1,2,-14,1
CCCCc1ccc(NC(=S)NCc2cccs2)cc1,-8,23,0,1.1,0.9,0.9,1.1,-2,-23,0.8
CN(C(=O)c1ccc(S(=O)(=O)NC2CCCC2)cc1)C1CCCCC1,3,9,3,1,0.9,0.9,1,-5,-3,0.9
O=c1c(CN2CCN(c3cccc(Cl)c3)CC2)coc2c(Cl)cc(Cl)cc12,1,6,23,1.1,1,0.9,1,5,5,0.9
O=C(CCCCC(=O)N1CCN(c2ccccc2)CC1)N1CCN(c2ccccc2)CC1,-7,14,19,1,0.9,0.9,1.1,.,-17,0.9
CC(C)(C)c1ccc(C(=O)Nc2cccc3c(=O)[nH][nH]c(=O)c23)cc1,0,12,0,0.3,0.9,1,1,-3,-23,0.9
CC(C)N1CCc2c(sc(NC(=O)c3cc(-c4cccs4)nc4ccccc34)c2C(N)=O)C1,1,-1,12,1.1,1.3,1.5,1,6,-2,1
CC(C)(C)n1nnnc1C(c1ccncc1)N1CCN(C2CCCCC2)CC1 (configuration not stated),-2,18,0,1,0.9,0.9,1,1,-4,0.8
O=C(NCCSCc1ccc(Cl)cc1Cl)c1ccc(CN2CCOCC2)cc1,-4,18,13,1,0.8,0.9,1,-4,-10,0.8
CC(NC(=O)c1cc(-c2cccs2)on1)c1ccccc1 (configuration not stated),0,0,2,1,1,1,1,-4,-14,1
CCOc1cc(N2C(=O)CC3CS(=O)(=O)CC32)c(OCC)cc1NC(=O)c1ccccc1 (configuration not stated),0,9,9,1,0.9,0.9,1,-4,-1,0.9
Cc1cc(C)n2nc(NCc3cccc(Br)c3)nc2n1,-6,15,10,1,0.9,0.9,1.1,4,-10,0.8
CC1=C(C(=O)Nc2ccc(Br)cc2)C(c2ccco2)NC(=O)N1 (configuration not stated),3,3,3,1,1,1,1,-10,-12,1
COc1ccc(-n2c(Cc3cccn3C)nnc2SCC(=O)NC2CCCCC2)cc1,0,6,-13,1,1,0.9,1,-3,-6,0.9
COc1ccc(CN(Cc2cc3cc4c(cc3[nH]c2=O)OCO4)C(=O)NC2CCCCC2)cc1,-1,38,-52,1.1,0.8,0.8,1,1,-7,0.6
Cc1[nH]nc(-c2ccc(O)cc2O)c1Oc1ccccc1,-6,13,16,1,1.1,1,1.1,-4,-54,0.9
Cc1ccc(N2CC(O)=C(c3ccccc3)C2=N)cc1,-4,-7,10,0.9,1.1,1.1,1,0,-17,1.1
Cc1occc1-c1nnc(SCC(=O)N2CCc3ccccc32)o1,-1,5,-28,1,1,1.1,1,-2,-9,0.9
C/C(=N\OC(=O)c1ccc(F)cc1)c1sc(-c2ccccc2)nc1C,-2,-6,3,1,1,1,1,-2,-5,1.1
Cc1cc(C(=O)O)c(CSc2ncn[nH]2)o1,4,9,0,1,1,1,1,-1,5,0.9
Cc1sc(N)c(C#N)c1C,-1,7,4,1.1,1.2,1.2,1,-3,-14,0.9
C/C(CC(=O)Nc1cc(C)cc(C)c1)=N\NC(=O)c1ccccn1,-3,4,-2,1.1,0.9,1.1,1,-4,-59,1

# Complete entries, looked up by structure. Order of screens: TNAP inh hi DEA	Diaph inh CS	G6PDH CS	FLuc act counter	PMI act	PMI act satM6P	TNAP act hiacc	Efa HMGR inh	TNAP inh no acc	Diaph act CS
# Listed for C/C(CC(=O)Nc1cc(C)cc(C)c1)=N\NC(=O)c1ccccn1 = -3	4	-2	1.1	0.9	1.1	1	-4	-59	1
# Listed for C/C(=N\OC(=O)c1ccc(F)cc1)c1sc(-c2ccccc2)nc1C = -2	-6	3	1	1	1	1	-2	-5	1.1

# 6 compounds picked at random from those above, as already listed:
SMILES,TNAP inh hi DEA,Diaph inh CS,G6PDH CS,FLuc act counter,PMI act,PMI act satM6P,TNAP act hiacc,Efa HMGR inh,TNAP inh no acc,Diaph act CS
CC(C)N1CCc2c(sc(NC(=O)c3cc(-c4cccs4)nc4ccccc34)c2C(N)=O)C1,1,-1,12,1.1,1.3,1.5,1,6,-2,1
Cc1ccc2nc(Cl)c(/C=N/NC(=O)c3ccccc3O)cc2c1,4,17,-83,1,1,1,1,-6,-4,0.8
C/C(CC(=O)Nc1cc(C)cc(C)c1)=N\NC(=O)c1ccccn1,-3,4,-2,1.1,0.9,1.1,1,-4,-59,1
COc1ccc(C(=O)NC(NC(=O)c2ccc(OC)c(OC)c2)c2ccccc2F)cc1OC,-2,-2,6,1,1,1.1,1,-5,-9,1
CCOc1cc(N2C(=O)CC3CS(=O)(=O)CC32)c(OCC)cc1NC(=O)c1ccccc1 (configuration not stated),0,9,9,1,0.9,0.9,1,-4,-1,0.9
Cc1[nH]nc(-c2ccc(O)cc2O)c1Oc1ccccc1,-6,13,16,1,1.1,1,1.1,-4,-54,0.9

# (more compounds)
SMILES,TNAP inh hi DEA,Diaph inh CS,G6PDH CS,FLuc act counter,PMI act,PMI act satM6P,TNAP act hiacc,Efa HMGR inh,TNAP inh no acc,Diaph act CS
O=C(NN1C(=O)C2C(C1=O)C1C=CC2C12CC2)c1ccccc1 (configuration not stated),-5,0,6,1,1,0.9,1,4,-17,1
O=C(NCCc1ccccc1)c1ccc(-c2ccccc2Cl)o1,-3,36,9,1,0.9,0.9,1,-5,-10,0.6
COc1ccc(/C(N)=N/OC(=O)CN(C)S(=O)(=O)c2ccccc2)cc1,-4,19,1,1,0.9,0.9,1,-5,-12,0.8
COc1ccc2oc(=Nc3cccc(F)c3)c(C(N)=O)cc2c1,0,0,2,1,1,0.9,1,-6,-1,1
CCOC(=O)C(NC(=O)CC)(N1CCc2ccccc2C1)C(F)(F)F (configuration not stated),-5,9,6,1.1,0.9,1,1,0,-12,0.9
COc1cc(N(C)C)c([N+](=O)[O-])cc1C(=O)N1CCOCC1,1,1,11,1,1,0.9,1,-3,-2,1
CCOc1ccc2nc(NC(=O)c3cccc(-c4cc5ccccc5oc4=O)c3)sc2c1,-1,6,-24,1,1,1.1,1,2,-14,0.9
O=C(O)CCn1cnc2ccccc2c1=O,2,5,5,1,0.9,1.1,1,0,-8,1
O=C(Nc1ccccc1)Nc1ccccc1Br,0,5,3,0.9,1,1,1,-9,-8,0.9
CCn1cc(C(=O)N/N=C(/C)c2ccc(F)cc2)c(=O)c2cc(F)c(N3CCCC3)cc21,-2,8,-4,1.1,1,1,1,-2,-5,0.9
Cc1ccc(N=Cc2cc(Cc3ccccc3Cl)cc([N+](=O)[O-])c2O)c(O)c1,18,17,47,1,0.8,0.4,0.8,1,18,0.8
Cc1ccc(-n2c(SCC(=O)N3CC(=O)Nc4ccccc43)nc3ccccc3c2=O)cc1,-2,39,-20,1.1,0.7,0.8,1,-11,-11,0.6
C#CCOCCOCCOCCNc1nc(N2CCOCC2)nc(N2CCN(C(=O)[C@H]([C@@H](C)O)n3cc(CCCCN)nn3)CC2)n1,-4,-1,9,1,1.2,1.3,1,-10,-13,1
COc1ccc(N2CCN(C(=O)c3ccc(Br)cc3)CC2)c([N+](=O)[O-])c1,0,21,1,1,0.9,0.9,1,-6,-8,0.8
CCN(CC)S(=O)(=O)c1cccc(-c2nnc(C(=O)c3ccc(C(F)(F)F)cc3)o2)c1,-3,25,4,1.1,0.9,0.9,1,-9,-9,0.7
Cc1sc2ncnc(N/N=C/c3cccc(O)c3)c2c1C,-9,16,2,0.8,0.9,0.9,1.1,2,-19,0.8
Cc1c(C#N)c(N)nc2c3c(sc12)NC(=O)CC3c1ccc(Cl)cc1 (configuration not stated),0,12,-5,1.1,1,0.9,1,2,-11,0.9
C=CCSC1=NC(N)=C(C#N)C2(CCCCC2)C1C(N)=O (configuration not stated),1,18,8,1,1,0.9,1,-2,-2,0.8

# Compound activity: PubChem, several laboratories
